PGK inhibitor – inhibitors of T. brucei phosphoglycerate kinase; 380,000 compounds, 0.043% hits; PGK/GAPDH coupled, Kinase-Glo luminescence, 60 min; Potency, µM (top dose mostly 57.5 µM), inactives show at the highest dose activity change, negative = inhibition, hits mostly inhibitors; AID 602233; also: potency is read from the fitted curve at half-maximal effect; % is scaled to controls: 0 for no effect and ±100 for the full control effect; nearly all actives have a fitted effect of over 60% in size
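Recombinant glycosomal PGK reaction used 1,3-bisphosphoglycerate generated in-well by GAPDH (100nM final) in 100mM TEA pH 7.6, 5mM MgCl2, 0.01% Tween-20. After 60 minutes at room temperature, ATP was read by Kinase-Glo Plus luminescence end-point.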
Pol iota inh – inhibitors of human DNA polymerase iota. 390,000 compounds, 1% hits. Pol iota fluorescent replication assay, 10 min. Potency, µM (series often up to 115 µM), for the others: at the top dose activity, negative = inhibition, most hits filed as inhibitors. Q9UNA4; also: potency is read from the fitted curve at half-maximal effect
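Fluorescent replication assay read twice, at 0 min and 10 min after adding 50 nM (final) substrate. Enzyme (10 nM) and compounds were first incubated 15 min at room temperature; enzyme-free buffer wells were negative controls.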
POLB inh – blocks human DNA polymerase beta activity. 340,000 compounds, 1.3% hits. P06746. Pol beta primer extension/strand displacement, fluorescence kinetic. Potency, µM (doses to about 114 µM), without a hit: at the highest dose activity change, negative = inhibition, hits mostly inhibitors; also: potency is read from the fitted curve at half-maximal effect; % is scaled to controls: 0 for no effect and ±100 for the full control effect
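Preincubation: enzyme (10 nM) with compound, 15 min, RT. Reaction: substrate added to 50 nM final. Reads: 0 and 10 min. Analysis: normalized, Hill fit.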
Pol eta inh – inhibitors of human DNA polymerase eta; 390,000 compounds, 1.2% hits; Q9Y253; Potency, µM (titrated, usually from 114 µM), for inactives: top-dose activity change, negative = inhibition, most hits filed as inhibitors; recombinant Pol eta, fluorescent DNA replication assay; AID 588591; also: potency is read from the fitted curve at half-maximal effect; % is scaled to controls: 0 for no effect and ±100 for the full control effect
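Pol eta (10 nM) was preincubated with compounds for 15 min at room temperature, after which fluorescent replication substrate (50 nM final) was added to start the reaction. Fluorescence was read kinetically at 0 and 10 min.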
Pol kappa inh – blocks human DNA polymerase kappa activity. Q9UBT6. purified Pol kappa, fluorescent DNA synthesis assay, 10 min. Potency, µM (highest dose often 107 µM), for inactives: at the top dose activity, negative = inhibition, hits mostly inhibitors. AID 588579. 400,000 compounds, 0.53% hits; also: potency is read from the fitted curve at half-maximal effect; % is scaled to controls: 0 for no effect and ±100 for the full control effect
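Activity was followed as the change in fluorescence between reads at 0 and 10 min after starting the reaction with 50 nM substrate. Beforehand, 10 nM polymerase had been preincubated with compound for 15 min at room temperature.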
RXFP1 antagonist – RXFP1 (human) relaxin receptor antagonism | Q9HBX9 | AID 1259400 | 350,000 compounds, 0.59% hits | activity change, negative = inhibition, % at 57.5 µM | HEK293-RXFP1, relaxin-stimulated cAMP HTRF, 30 min; active compounds read low;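 active = activity change of -60% or lower, but not beyond a set lower limit; inconclusive = change between -60% and -40%, or beyond the set limit; inactive = change above -40%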; also: % is scaled to controls: 0 for no effect and ±100 for the full control effect
Target sequence (Q9HBX9 whole entry, looked up): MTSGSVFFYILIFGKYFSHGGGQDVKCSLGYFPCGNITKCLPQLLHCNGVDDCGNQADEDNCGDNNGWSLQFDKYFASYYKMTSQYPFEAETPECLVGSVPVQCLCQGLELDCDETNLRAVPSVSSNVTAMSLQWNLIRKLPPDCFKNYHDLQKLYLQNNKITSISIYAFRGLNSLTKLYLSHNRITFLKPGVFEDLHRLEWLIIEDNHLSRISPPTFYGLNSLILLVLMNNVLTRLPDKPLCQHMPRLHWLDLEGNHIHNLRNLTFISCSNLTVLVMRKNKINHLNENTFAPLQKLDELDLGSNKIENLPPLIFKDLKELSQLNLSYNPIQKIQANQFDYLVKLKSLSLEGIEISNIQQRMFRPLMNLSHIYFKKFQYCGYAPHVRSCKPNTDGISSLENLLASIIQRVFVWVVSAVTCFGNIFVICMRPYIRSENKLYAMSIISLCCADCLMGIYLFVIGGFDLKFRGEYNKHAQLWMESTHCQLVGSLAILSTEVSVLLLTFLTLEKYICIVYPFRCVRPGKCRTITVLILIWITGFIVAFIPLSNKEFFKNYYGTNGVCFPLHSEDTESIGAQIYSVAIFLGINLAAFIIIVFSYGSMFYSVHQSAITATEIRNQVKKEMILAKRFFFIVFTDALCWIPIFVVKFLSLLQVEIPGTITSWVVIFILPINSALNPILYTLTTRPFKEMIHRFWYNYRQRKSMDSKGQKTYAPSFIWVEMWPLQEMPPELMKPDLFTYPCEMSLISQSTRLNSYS
APEX1 inh – APE1 (human) endonuclease inhibition | AID 2517 | Potency, µM (doses to about 65.8 µM), inactives show at the top dose activity change, negative = inhibition, most hits filed as inhibitors | 350,000 compounds, 0.35% hits | recombinant APE1, TAMRA/BHQ-2 abasic DNA cleavage fluorescence | P27695;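 also: potency is read from the fitted curve at half-maximal effect; plate controls were vehicle for no effect and reference inhibitor for full effect; nearly all actives have a fitted effect of over 55% in size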
Target sequence (P27695 whole entry, looked up): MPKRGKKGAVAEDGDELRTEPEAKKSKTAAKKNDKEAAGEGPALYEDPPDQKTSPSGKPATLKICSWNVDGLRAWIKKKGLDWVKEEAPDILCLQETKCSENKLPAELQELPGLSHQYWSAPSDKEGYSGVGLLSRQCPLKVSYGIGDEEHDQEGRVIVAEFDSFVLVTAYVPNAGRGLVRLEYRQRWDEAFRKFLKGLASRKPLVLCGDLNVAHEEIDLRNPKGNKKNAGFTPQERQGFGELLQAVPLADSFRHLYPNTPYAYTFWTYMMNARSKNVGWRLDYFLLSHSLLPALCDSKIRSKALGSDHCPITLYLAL
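Readout is kinetic fluorescence (ex 525, em 598 nm) from cleavage of 50 nM TAMRA/BHQ-2 THF abasic duplex by 0.75 nM APE1, compound added 15 min beforehand at RT.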
Apoferritin bind – candidate novel general anesthetic via apoferritin binding; 350,000 compounds, 0.074% hits; AID 485281; apoferritin/1-aminoanthracene competitive binding, fluorescence; Potency, µM (series often up to 77.5 µM), for inactives: at the highest dose activity change, negative = displacement, actives largely listed as inhibitors; P02791; also: potency is read from the fitted curve at half-maximal effect; % is scaled to controls: 0 for no effect and ±100 for the full control effect; nearly all actives have a fitted effect of over 20% in size
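Steps: apoferritin (10 uM) was premixed with half-saturated 1-AMA in PBS, compounds were pin-transferred, plates stood 10 min at room temperature, fluorescence was read at 380/535 nm, and curves were fitted with a Hill equation.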
BLM inh – Bloom syndrome helicase (human) inhibition; P54132; recombinant BLM DNA unwinding, fluorescence dequenching; Potency, µM (series often up to 56.1 µM), for the others: top-dose activity change, negative = inhibition, hits mostly inhibitors; 350,000 compounds, 0.2% hits;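 also: potency is read from the fitted curve at half-maximal effect; plate controls were vehicle for no effect and no enzyme for full effect; nearly all actives have a fitted effect of over 35% in size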
Active calls of the source: *; i = inactive; ? = inconclusive; / = not tested or not shown; & = joins results of further samples; [ ] = dose if it differs, or a comment. Unless noted, calls follow the shape of the dose curve; as a rule, active = well fitted curve in the direction sought with a large enough effect; inconclusive = small, poorly fitted or top-dose-only effect, or another doubt; inactive = no such curve, though single readings can be large; an effect the other way counts as inactive or inconclusive.

structure	PGK inhibitor	Pol iota inh	POLB inh	Pol eta inh	Pol kappa inh	RXFP1 antagonist	APEX1 inh	Apoferritin bind	BLM inh
CCc1cc2c(cc(C(=O)OC)n2Cc2nc(-c3ccc(C)cc3)oc2C)s1	-4%	-5%	24%	6%	-1%	-9	/	2%	-6%
O=C(Cn1cnc2c(cnn2-c2ccccc2)c1=O)OCc1ccccc1	15%	-2%	-13%	-7%	-16%	3	14%	1%	-3%
Cc1ccc(Cl)cc1N1CCN(C(=O)CCS(=O)(=O)c2cc(Br)cc3c2N(C(=O)C2CC2)CC3)CC1	-3%	8%	-7%	4%	-23%	-2	/	18%	-4%
CCOC(=O)CSC1=C(C#N)C(c2ccccc2)C(C(C)=O)=C(C)N1 (stereo not drawn)	-6%	?	9%	-4%	-15%	-1	-5%	?	-12%
CCOc1cc(Cl)c(NC(=O)c2ccco2)cc1OCC	0%	107%[activator]	-1%	8%	-5%	-2	1%	-3%	2%
O=C(Nc1ccc(F)cc1)Nc1ccccc1F	-13%	-8%	?	-7%	2%	-11	-5%	-1%	-3%
COC(=O)c1ccc(C(=O)OC)c(NC(=O)COC(=O)C2CCC(C(C)(C)C)CC2)c1 (stereo not drawn)	-1%	21%	8%	-7%	-7%	-3	4%	?	-8%
COc1ccc(CNC(=O)c2cc3cc(C)ccc3n2C)cc1	-3%	29%	-17%	-21%	-22%	-8	/	2%	-4%
COC(=O)c1c(NC(=O)C2c3ccccc3Oc3ccccc32)sc(C)c1C	2%	12%	3%	?	-2%	-14	15%	-9%	-8%
CC(=O)NC(CC(=O)Nc1ccc(S(=O)(=O)NC2=NCCCCC2)cc1)c1ccccc1 (stereo not drawn)	i	31%[activator]	/	-11%	12%	-1	24%	/	/
CCn1c(CNc2ccccc2Cl)nnc1SCC(=O)OC1CCCCC1	-4%	33%[activator]	10%	-10%	-13%	-7	-1%	?	-2%
CCN(C(=O)CSc1n[nH]c(-c2ccc(OC)cc2)n1)c1c(N)n(Cc2ccccc2)c(=O)[nH]c1=O	-4%	-4%	/	-15%	-26%	3	/	/	/
Cc1ccccc1NC(=O)CN1C(=O)C2C3CC(C(Br)C3Br)C2C1=O (stereo not drawn)	-5%	142%[activator]	4%	-19%	-8%	18	-3%	-10%	-3%
Cc1cc(C)cc(NCc2ccncc2)c1	-10%	15%	16%	-8%	10%	0	55%[activator]	?	-1%
COc1ccc(CN2CC[C@H]3C=CC[C@@H](C(=O)NCCc4ccccc4)[C@H]3C2=O)cc1OC	3%	0%&35%	/	-11%	-2%&4%	/	/	/	/
COc1cc(C(CC(=O)Nc2ccc(F)cc2F)N2Cc3ccccc3C2=O)cc(OC)c1OC (stereo not drawn)	1%	19%	32%	-13%	-11%	/	/	-16%	1%
O=C(NC1=NCCS1)c1cccc(S(=O)(=O)N2CCc3ccccc32)c1	-7%	35%[activator]	2%	-19%	-3%	0	-1%	-13%	-4%
COc1cccc(C2SCC(=O)N2c2ccc(Cl)cc2)c1OC (stereo not drawn)	-3%	79%[activator]	0%	-5%	-8%	-3	8%	4%	-3%
O=C(c1ccc(S(=O)(=O)N2CCOCC2)cc1)N(Cc1ccco1)Cc1cccs1	-5%	2%	14%	2%	-11%	2	0%	?	0%
CC[C@]12C(=O)N(C)C[C@H]([C@@H]3C(=O)N(C)C(=O)[C@@H]31)N2C(=O)c1ccc(Cl)c(Cl)c1	-1%	20%	/	-17%	-3%	/	/	/	/
CC1CN(S(=O)(=O)c2cccc(C(=O)NCC3COc4ccccc4O3)c2)CC(C)O1 (stereo not drawn)	-13%	-18%	/	-23%	0%	5	-19%	/	/
CN(Cc1ccc2c(c1)OCO2)C(=O)c1cc(-c2ccccc2)c(N2CCOCC2)s1	-11%	-11%	/	-2%	5%	-3	4%	/	/
COc1ccc(CCNC(=O)c2ccc3c(c2)N(Cc2ccccc2C)C(=O)c2ccccc2S3)cc1OC	i	4%	2%	-19%	-4%[60.1 µM]	-1	/	57%[activator]	-5%
CCc1cccc(NC(=O)CN(C)S(=O)(=O)c2ccc3[nH]c4c(c3c2)CCCC4)c1	3%	1%	0%	-9%	-16%	-7	/	0%	-13%

The closing two entries of the section above open the next one.
structure	PGK inhibitor	Pol iota inh	POLB inh	Pol eta inh	Pol kappa inh	RXFP1 antagonist	APEX1 inh	Apoferritin bind	BLM inh
COc1ccc(CCNC(=O)c2ccc3c(c2)N(Cc2ccccc2C)C(=O)c2ccccc2S3)cc1OC	i	4%	2%	-19%	-4%[60.1 µM]	-1	/	57%[activator]	-5%
CCc1cccc(NC(=O)CN(C)S(=O)(=O)c2ccc3[nH]c4c(c3c2)CCCC4)c1	3%	1%	0%	-9%	-16%	-7	/	0%	-13%
Cc1ccccc1OCC(=O)NC1=NCCS1	-9%	-6%	3%	-5%	-3%	-13	-5%	-9%	-3%
CC(C)Nc1nc(-c2ccccc2)nc(-n2ccnc2)n1	4%	9%	0%	-4%	-6%	-6	-1%	-12%	-1%
COc1ccc(CN2CCCC(C(=O)N3CCCC3)C2)c(OC)c1 (stereo not drawn)	-3%	25%	-2%	-12%	1%	0	-5%	2%	-5%
CC(=O)N1CCc2cc(Br)cc(S(=O)(=O)NCCCN3CCCC(C)C3)c21 (stereo not drawn)	-1%	-4%	6%	-4%	-14%	2	4%	-6%	0%
O=C(COc1ccc(Cl)cc1Cl)Nc1ccc(C(=O)Nc2ccccc2C(=O)O)cc1	-14%	?	32µM*	8%	-33%	-17	-5%	-6%	?
CCCC(=O)N1CCN(c2nnc(-c3ccccc3)c3ccccc23)CC1	-7%	1%	-1%	6%	-7%	0	44%[activator]	-21%	-7%
O=C(c1cccc(F)c1)N1CCN(c2ccc([N+](=O)[O-])c(N3CCOCC3)c2)CC1	i	18%	22%	-14%	0%	2	-2%	-1%	-1%
c1ccc(Cc2nn3c(-c4ccncc4)nnc3s2)cc1	/	-8%	17%	7%	6%	-15	20%	0%	1%
COc1ccc(Cc2nc(-c3cccnc3)no2)cc1OC	-5%	18%	13%	-1%	12%	0	-1%	-7%	-3%
CCCS(=O)(=O)n1nc(-c2ccc(C)cc2)cc1N	-4%	-1%	2%	-19%	1%	/	2%	-11%	-1%
COc1cc2c(cc1OC)C(COc1ccc3c(C)cc(=O)oc3c1)N(C(=O)Cc1ccccc1)CC2 (stereo not drawn)	-11%	14%	8%	-13%	7%	-6	/	-9%	-7%
CCC(=O)OC1(C#CCOc2ccc(OC)cc2)CCN(C)CC1	-5%	3%	-10%	9%	-7%	-11	0%	0%	-7%
NS(=O)(=O)c1cccc(NC(=O)CSc2nnc(C3CC3)n2Cc2ccccc2)c1	-5%	15%	5%	3%	-6%	-13	-10%	-8%	0%
O=S(=O)(c1ccc(F)cc1)N1CCN(c2ccc(-c3ccccc3)nn2)CC1	2%	94%[activator]	-1%	?	-5%	2	-5%	0%	-4%
CCOc1ccc(OCC(=O)Nc2ccc(S(N)(=O)=O)cc2)cc1	-5%	-6%	-7%	1%	-7%	2	3%	-1%	-5%
Cc1cc(C)n(-c2ccc([N+](=O)[O-])cc2-c2nn[nH]n2)n1	-7%	-18%	3%	-6%	11%	-24	10%	-2%	4%

5 consecutive entries already listed, quoted:
structure	PGK inhibitor	Pol iota inh	POLB inh	Pol eta inh	Pol kappa inh	RXFP1 antagonist	APEX1 inh	Apoferritin bind	BLM inh
CCC(=O)OC1(C#CCOc2ccc(OC)cc2)CCN(C)CC1	-5%	3%	-10%	9%	-7%	-11	0%	0%	-7%
NS(=O)(=O)c1cccc(NC(=O)CSc2nnc(C3CC3)n2Cc2ccccc2)c1	-5%	15%	5%	3%	-6%	-13	-10%	-8%	0%
O=S(=O)(c1ccc(F)cc1)N1CCN(c2ccc(-c3ccccc3)nn2)CC1	2%	94%[activator]	-1%	?	-5%	2	-5%	0%	-4%
CCOc1ccc(OCC(=O)Nc2ccc(S(N)(=O)=O)cc2)cc1	-5%	-6%	-7%	1%	-7%	2	3%	-1%	-5%
Cc1cc(C)n(-c2ccc([N+](=O)[O-])cc2-c2nn[nH]n2)n1	-7%	-18%	3%	-6%	11%	-24	10%	-2%	4%

(continued)
structure	PGK inhibitor	Pol iota inh	POLB inh	Pol eta inh	Pol kappa inh	RXFP1 antagonist	APEX1 inh	Apoferritin bind	BLM inh
COc1ccc(CCN2C(=O)c3ccccc3NC2c2cc(Cl)c(O)c(OC)c2)cc1 (stereo not drawn)	2%	-14%	9%	-20%	-8%	7	-15%	46%	-13%
CCCCOC(=O)N/N=C/C=C/c1ccccc1	6%	151%[activator]	24%[57.1 µM]	-3%	-8%	3	-4%	-7%	4%
CC(C)Oc1ccc(S(=O)(=O)N(C(C)C)C(C)C)cn1	0%	2%	-1%	-11%	-18%	-2	-2%	-11%	-1%
CCOc1ccc(Nc2nc(N)c([N+](=O)[O-])c(N3CCN(C)CC3)n2)cc1	-7%	3%	34%	-7%	5%[60.1 µM]	-3	-10%	-8%	-2%
CN(C1CCCCC1)S(=O)(=O)c1ccc(S(=O)(=O)N2CCN(CCC#N)CC2)cc1	-1%	12%	18%	-13%	-7%	/	1%	-8%	-1%
O=S(=O)(Cc1ccccc1)N1CCc2ccccc21	/	/	?	/	/	/	-1%	?	-2%
CC1=C(/C=C/C(C)=C/C=C/C(C)=C/C=C/C=C(C)/C=C/C=C(C)/C=C/C(=O)[C@]2(C)C[C@@H](O)CC2(C)C)C(C)(C)C[C@H](O)C1	/	/	/	/	-17%[60.1 µM]	/	-2%	-18%	-3%
Cc1ccc(-n2nccc2-c2nn(-c3cccc(C(F)(F)F)c3)c(=O)n(C)c2=O)cc1	-1%	27%	29%	-12%	-9%	3	-3%	-5%	3%

This is a subset; rates above refer to the full screens.
